Bioassay records: PubChem, Broad Institute
IDE exosite inh: exo-site inhibitors of human IDE, primary screen, biochemical, fluorescence anisotropy, probe displacement. purified IDE, FL-6b probe fluorescence polarization; hits give low values. z-score at 20 µM. actives 6.3% (n = 17,000). AID 1259349, 2017;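 active = z-score of -3 or lower, meaning strong loss of probe binding signal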;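 note: His-tagged human IDE residues 42-1019 made in E. coli with 30 nM FL-6b probe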
Target sequence (P14735 42-1019 limits assumed): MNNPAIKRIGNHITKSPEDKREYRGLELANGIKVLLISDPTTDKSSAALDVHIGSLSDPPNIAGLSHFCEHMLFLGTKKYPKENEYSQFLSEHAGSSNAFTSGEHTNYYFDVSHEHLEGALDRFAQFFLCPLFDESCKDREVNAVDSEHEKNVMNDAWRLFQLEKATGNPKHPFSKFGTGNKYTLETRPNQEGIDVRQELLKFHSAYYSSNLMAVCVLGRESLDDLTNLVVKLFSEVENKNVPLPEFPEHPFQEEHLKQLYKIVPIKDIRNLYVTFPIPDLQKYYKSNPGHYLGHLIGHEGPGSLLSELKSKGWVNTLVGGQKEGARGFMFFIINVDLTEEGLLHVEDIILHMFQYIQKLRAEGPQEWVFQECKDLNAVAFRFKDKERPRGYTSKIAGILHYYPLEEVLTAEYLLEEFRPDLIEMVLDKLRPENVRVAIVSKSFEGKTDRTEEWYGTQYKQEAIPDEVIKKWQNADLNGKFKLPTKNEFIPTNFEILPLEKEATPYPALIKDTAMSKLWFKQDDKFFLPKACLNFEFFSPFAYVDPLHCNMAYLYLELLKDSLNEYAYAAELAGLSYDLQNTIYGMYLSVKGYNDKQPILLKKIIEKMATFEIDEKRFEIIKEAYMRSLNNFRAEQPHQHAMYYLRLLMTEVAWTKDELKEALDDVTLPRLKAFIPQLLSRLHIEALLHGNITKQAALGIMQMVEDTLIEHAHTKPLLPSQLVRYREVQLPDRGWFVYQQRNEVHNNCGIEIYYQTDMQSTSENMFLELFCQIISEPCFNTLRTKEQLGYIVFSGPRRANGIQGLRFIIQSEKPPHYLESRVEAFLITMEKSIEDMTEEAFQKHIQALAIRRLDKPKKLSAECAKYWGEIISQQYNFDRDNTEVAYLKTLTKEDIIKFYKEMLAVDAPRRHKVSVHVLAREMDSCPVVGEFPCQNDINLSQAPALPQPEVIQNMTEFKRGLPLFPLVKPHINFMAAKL
Starred values were filed as active, the others as inactive; & = joins results of further samples. An excerpt, so the mix of outcomes need not match the whole.

SMILES | IDE exosite inh
COc1ccc2c3c(n(C)c2c1)[C@@H](CO)N(C(=O)C1CCOCC1)CC31CN(C)C1 | -0.841
CCS(=O)(=O)Nc1ccc2c(c1)C(=O)N(C)[C@H]1CC[C@@H](CC(=O)N3CCN(C)CC3)O[C@H]1CO2 | 0.446
CCCC#Cc1ccc([C@@H]2[C@@H](CO)N3C(=O)CN(C(=O)Nc4ccccc4)C[C@H]23)cc1 | 4.95
CNC[C@H]1[C@@H](c2ccc(C#CCC3CCCC3)cc2)[C@@H](CO)N1C(=O)C1CCC1 | 1.55
COc1ccc(S(=O)(=O)N2C[C@@H](O)COC[C@@H]3O[C@H](CC(=O)N[C@H]4CCN(Cc5ccccc5)C4)CC[C@H]32)cc1 | -0.397
COc1ccccc1NC(=O)N1CC(=O)N2[C@H](CO)[C@@H](c3ccc(-c4ccc(F)cc4)cc3)[C@@H]2C1 | 1.25
O=C(C1CCCC1)N1CC(=O)N2[C@@H](CO)[C@H](c3ccc(C#CC4CCCC4)cc3)[C@@H]2C1 | 2.29
O=C(C1CCOCC1)N1CC(=O)N2[C@H](CO)[C@@H](c3ccc(-c4ccccc4F)cc3)[C@H]2C1 | 2.89
COc1ccc(C[C@H]2CCn3cc(nn3)COC[C@H](c3ccccc3)NC2=O)cc1 | 0.463
O=C1CCC(=O)NCC/C=C/CCN1 | 0.286
O=C(Nc1ccccc1)N1CC(=O)N2[C@H](CO)[C@H](c3ccc(C#Cc4cccnc4)cc3)[C@@H]2C1 | -1.54
C[C@H]1CN([C@@H](C)CO)C(=O)c2ccccc2-c2ccccc2CO[C@H]1CN(C)S(=O)(=O)c1cccs1 | -0.361
COc1cccc(-c2cccc(-c3nc(C(=O)O)cc4c3[C@H](CCO)N(S(=O)C(C)(C)C)C4)c2)c1 (some centres not stated) | 1.23
CN(C)C(=O)c1ccc(-c2ccccc2[C@@H]2[C@@H](CO)N(C(=O)C3CC3)[C@H]2C#N)cc1 | -0.735
CC(C)NC(=O)N1[C@H](C#N)[C@@H](c2ccc(-c3ccc(F)cc3)cc2)[C@H]1CO | 2.54
Cc1cccc(S(=O)(=O)N2CCCCN3[C@H](CO)[C@H](c4ccc(C#CC(C)C)cc4)[C@@H]3C2)c1 | 3.54
C[C@H]1CN([C@@H](C)CO)C(=O)c2cc(NC(=O)CCCN(C)C)ccc2O[C@@H]1CN(C)Cc1ccc(Cl)c(Cl)c1 | -0.00429
COc1ccccc1-c1ccccc1[C@@H]1[C@@H](CO)N(C(=O)CN(C)C)[C@H]1C#N | 0.121
CO[C@H]1CN(C)C(=O)c2cc(NC(=O)c3ccc4c(c3)OCO4)ccc2OC[C@H](C)N(CCC(F)(F)F)C[C@@H]1C | 1.03
COc1cccc(-c2ccc([C@@H]3[C@@H](CO)N4CCCCN(C(=O)c5ccc(F)cc5)C[C@H]34)cc2)c1 | -1.66
O=C(C[C@H]1CC[C@H]2[C@@H](COC[C@H](O)CN2C(=O)c2ccncc2)O1)NCc1cc(F)cc(F)c1 | 1.59
CCCC(=O)Nc1ccc2c(c1)OC[C@@H](C)N(CC1CCOCC1)C[C@H](C)[C@@H](OC)CN(C)C2=O | 1.09
COc1cccc(-c2ccc3c(c2)O[C@@H](CN(C)Cc2cccnc2)[C@H](C)CN([C@H](C)CO)S3(=O)=O)c1 | -0.886
O=C(Nc1ccccc1)N1CC(=O)N2[C@@H](CO)[C@H](c3ccc(-c4ccc(F)cc4)cc3)[C@@H]2C1 | 1.07
COC(=O)c1ccc(CN2CC(=O)N3[C@H](CO)[C@H](c4ccc(-c5ccccc5)cc4)[C@H]3C2)cc1 | -0.857
Cc1ccccc1-c1ccc([C@@H]2[C@@H](CO)N3CCCCN(C(=O)c4cccnc4)C[C@@H]23)cc1 | -7.98*
O=C(Nc1cc(F)ccc1F)N1CCCCN2[C@H](CO)[C@H](c3ccc(-c4ccncc4)cc3)[C@H]2C1 | 3.71
C/C=C/c1ccc([C@H]2[C@@H](CNC(=O)c3ccncc3)N(C(C)=O)[C@H]2CO)cc1 | 1.19
CN1C(=O)c2cc(NC(=O)C3CCOCC3)ccc2OC[C@H]2O[C@H](CC(=O)NCCc3ccncc3)CC[C@H]21 | 0.416
Cc1cccc(-c2ccc([C@@H]3[C@H](CO)N4C(=O)CN(C(=O)c5cccnc5)C[C@@H]34)cc2)c1 | -6.33*
CN(C)CC(=O)N1CCCCN2[C@H](CO)[C@H](c3ccc(/C=C/c4ccccc4)cc3)[C@@H]2C1 | -7.72*
O=C(C[C@H]1C[C@H]2c3cc(NC(=O)Nc4ccccc4F)ccc3O[C@H]2[C@@H](CO)O1)NCc1ccccn1 | -0.362
C/C=C/c1ccc2c(c1)[C@H]1[C@H](CCN1C(=O)c1ccc3c(c1)OCO3)[C@H](CO)N2 | -0.701
C/C=C/c1ccc2c(c1)O[C@H](CN(C)C(=O)Nc1ccc(OC)cc1)[C@H](C)CN([C@@H](C)CO)S2(=O)=O | 0.0104
O=C(C1CCCC1)N1CC2(C1)[C@H](c1ccccc1)[C@@H](CO)N2Cc1ccc(Cl)cc1 | -0.0937
CNC(=O)C[C@@H]1CC[C@H]2[C@@H](COC[C@@H](O)CN2Cc2ccccc2F)O1 | 1.49
COc1cc(CN2C[C@@H]3N[C@H](C2)C3c2ccc(/C=C/c3ccccc3)cc2)cc(OC)c1 (some centres not stated) | 0.898&-2.18
C[C@@H]1CN([C@H](C)CO)C(=O)c2cc(NC(=O)C3CCCCC3)ccc2O[C@@H]1CN(C)Cc1ccc2c(c1)OCO2 | 0.943
COCC#Cc1ccc([C@@H]2[C@@H](CO)N3C(=O)CN(C(=O)C4CCC4)C[C@H]23)cc1 | 3.36
CN1C(=O)c2cc(NS(=O)(=O)c3cccc(F)c3)ccc2OC[C@H]2O[C@H](CC(=O)NCCN3CCCCC3)CC[C@H]21 | -0.828

Sorted by formula weight (lowest first): part of the list above.
SMILES | IDE exosite inh
CNC(=O)C[C@@H]1CC[C@H]2[C@@H](COC[C@@H](O)CN2Cc2ccccc2F)O1 | 1.49
O=C(C1CCCC1)N1CC2(C1)[C@H](c1ccccc1)[C@@H](CO)N2Cc1ccc(Cl)cc1 | -0.0937
C/C=C/c1ccc2c(c1)O[C@H](CN(C)C(=O)Nc1ccc(OC)cc1)[C@H](C)CN([C@@H](C)CO)S2(=O)=O | 0.0104
C[C@@H]1CN([C@H](C)CO)C(=O)c2cc(NC(=O)C3CCCCC3)ccc2O[C@@H]1CN(C)Cc1ccc2c(c1)OCO2 | 0.943

Next compounds
SMILES | IDE exosite inh
CCCNC(=O)N1[C@@H](C#N)[C@H](c2ccc(C3=CCCCC3)cc2)[C@@H]1CO | 1.82
O=C(NC1CCCC1)N1CCCCN2[C@H](CO)[C@H](c3ccc(-c4ccccc4)cc3)[C@H]2C1 | -5.05*
COc1ccc2c3c([nH]c2c1)[C@H](CO)N(C(=O)NC(C)C)CC31CCN(C(=O)C2CCCCC2)CC1 | -1.09
CC(=O)NC[C@H]1[C@H](c2ccccc2)[C@@H](CO)N1C(=O)Cc1cccnc1 | 5.37
C/C=C/c1ccc([C@H]2[C@@H](CO)N(Cc3cncnc3)C23CN(C(=O)COC)C3)cc1 | -0.123
C[C@@H]1CCCCO[C@H](CN(C)C(=O)Cc2ccccc2)[C@@H](C)CN([C@@H](C)CO)C(=O)c2cc(NS(C)(=O)=O)ccc2O1 | 1.14
COc1ccccc1NC(=O)Nc1ccc2c(c1)C(=O)N(C)[C@H]1CC[C@H](CC(=O)Nc3ccc4c(c3)COC4)O[C@@H]1CO2 | -0.177
COCC#Cc1ccc([C@H]2[C@@H](CO)N3C(=O)CN(C(=O)C4CC4)C[C@@H]23)cc1 | 0.197
CN1c2ccc(-c3ccccc3F)cc2[C@H]2[C@H](CCN2C(=O)Nc2cc(F)ccc2F)[C@H]1CO | 2.5
C/C=C/c1ccc([C@@H]2[C@@H](CN(CCC)C(C)=O)N(C(C)=O)[C@H]2CO)cc1 | 0.803

The last 5 compounds of the section before are carried over, then new ones follow.
SMILES | IDE exosite inh
C[C@@H]1CCCCO[C@H](CN(C)C(=O)Cc2ccccc2)[C@@H](C)CN([C@@H](C)CO)C(=O)c2cc(NS(C)(=O)=O)ccc2O1 | 1.14
COc1ccccc1NC(=O)Nc1ccc2c(c1)C(=O)N(C)[C@H]1CC[C@H](CC(=O)Nc3ccc4c(c3)COC4)O[C@@H]1CO2 | -0.177
COCC#Cc1ccc([C@H]2[C@@H](CO)N3C(=O)CN(C(=O)C4CC4)C[C@@H]23)cc1 | 0.197
CN1c2ccc(-c3ccccc3F)cc2[C@H]2[C@H](CCN2C(=O)Nc2cc(F)ccc2F)[C@H]1CO | 2.5
C/C=C/c1ccc([C@@H]2[C@@H](CN(CCC)C(C)=O)N(C(C)=O)[C@H]2CO)cc1 | 0.803
CN(C)C(=O)c1ccc(-c2ccc([C@H]3[C@@H](C#N)N(C(=O)Nc4ccccc4F)[C@H]3CO)cc2)cc1 | 0.916
CN1CCCCN2[C@H](CO)[C@H](c3ccc(/C=C/c4ccccc4)cc3)[C@H]2C1 | -2.99
C[C@@H]1CN([C@H](C)CO)C(=O)CCCn2nncc2CO[C@@H]1CN(C)C(=O)CCC(F)(F)F | -0.98
OC[C@H]1[C@@H](c2ccc(-c3ccc(F)cc3)cc2)[C@@H]2CN(Cc3ccccn3)CCCCN12 | -0.626
CN1C(=O)c2cc(NC(=O)Nc3ccccc3Cl)ccc2OC[C@@H]2O[C@@H](CC(=O)O)CC[C@@H]21 | -1.84
CCS(=O)(=O)N1CC(=O)N2[C@H](C1)[C@@H](c1ccc(-c3ccc(C)cc3)cc1)[C@@H]2CO | 0.295
O=S(=O)(Cc1ccccc1)N1CCCCN2[C@@H](CO)[C@H](c3ccc(-c4cncnc4)cc3)[C@@H]2C1 | 2.2
CCS(=O)(=O)N1[C@H](CO)[C@H](c2ccc(-c3cccc(F)c3)cc2)[C@@H]1C#N | -1.98
CN1C(=O)c2cc(NC(=O)c3ccc(C#N)cc3)ccc2OC[C@H]2O[C@@H](CC(=O)Nc3cc(F)ccc3F)CC[C@@H]21 | -1.1
CN(C)CC(=O)N1[C@@H](C#N)[C@H](c2ccc(C#CC3CCCCC3)cc2)[C@@H]1CO | -0.471
CCS(=O)(=O)Nc1ccc2c(c1)C(=O)N(C)[C@@H]1CC[C@H](CC(=O)NCc3ccccc3F)O[C@@H]1CO2 | 1.66
N#C[C@H]1[C@H](c2ccccc2)[C@@H](CO)N1C(=O)Cc1ccccn1 | 2.79
CC(=O)N1CC(=O)N2[C@H](CO)[C@H](c3ccc(-c4cccc(C(=O)N(C)C)c4)cc3)[C@@H]2C1 | 1.05
CCS(=O)(=O)N1CC2(C1)CN(S(=O)(=O)c1cccc(OC)c1)[C@H](CO)c1[nH]c3cc(OC)ccc3c12 | -0.492
CC(C)C#Cc1ccc([C@@H]2[C@H](CO)N3C(=O)CN(C(=O)Cc4ccccc4)C[C@@H]23)cc1 | -0.507
COc1ccc2c3c([nH]c2c1)[C@H](CO)N(C(C)=O)CC31CN(C(=O)CN2CCOCC2)C1 | -1.31
CN(C)CC(=O)N1CC2(C1)[C@@H](c1ccccc1)[C@H](CO)N2C(=O)C1CC1 | 1.17
Fc1ccc(CN2[C@@H]3CNC[C@H]2C3c2ccc(-c3ccncc3)cc2)cc1 (some centres not stated) | 2.23&3.92
C[C@@H]1CN([C@@H](C)CO)C(=O)c2cccc(NC(=O)c3ccncc3)c2O[C@@H]1CN(C)Cc1ccc2c(c1)OCO2 | 0.191
O=C(Cc1ccccn1)N1CC(=O)N2[C@H](C1)[C@H](c1ccc(C#CC3CCCCC3)cc1)[C@@H]2CO | -1.3
COc1cccc(-c2ccc([C@@H]3[C@H](CO)N4CCCCN(Cc5cncnc5)C[C@@H]34)cc2)c1 | -2.01
CO[C@H]1CN(C)C(=O)c2ccc(NC(=O)NC(C)C)cc2OC[C@H](C)N(Cc2ccc(-c3ccccn3)cc2)C[C@@H]1C | -0.446
COc1cccc(-c2ccc(C3[C@@H]4CN(Cc5cccc(F)c5)C[C@H]3N4)cc2)c1 (some centres not stated) | -1.13
Cc1ccccc1-c1ccc([C@H]2[C@H](CO)N3CCCCN(C(=O)CN4CCOCC4)C[C@@H]23)cc1 | -3.72*
COc1ccc(NC(=O)N2CC(=O)N3[C@H](CO)[C@H](c4ccc(-c5ccccc5)cc4)[C@@H]3C2)cc1 | 2.76
COc1cccc(C(=O)Nc2ccc3c(c2)C(=O)N(C)[C@@H]2CC[C@H](CC(=O)N[C@@H](C)c4ccccc4)O[C@H]2CO3)c1 | 0.238
CN(C)C(=O)C[C@@H]1C=C[C@H](NC(=O)c2ccc(F)cc2)[C@@H](CO)O1 | -0.323
Cc1ccc(-c2ccc([C@@H]3[C@H]4CN(C(=O)c5cccnc5)CC(=O)N4[C@H]3CO)cc2)cc1 | -3.59*
CC(C)C#Cc1ccc([C@H]2[C@@H](CO)N3CCCCN(C(=O)Nc4ccccc4)C[C@H]23)cc1 | 0.388
Cc1ccc(-c2ccc([C@H]3[C@H](CO)N4C(=O)CN(C(=O)c5ccc(F)cc5)C[C@@H]34)cc2)cc1 | 0.188
C[C@@H]1CCCn2nncc2COCCNC1=O | 0.286
N#C[C@@H]1[C@@H](c2ccc(C3=CCCCC3)cc2)[C@H](CO)N1S(=O)(=O)c1ccccc1 | 0.44
O=C(C1CC1)N1CCCCN2[C@@H](CO)[C@@H](c3ccc(-c4cccc(F)c4)cc3)[C@@H]2C1 | -0.181
COc1cccc(C#Cc2ccc([C@H]3[C@H](CO)N4C(=O)CN(C(=O)c5ccncc5)C[C@@H]34)cc2)c1 | -8.36*
C[C@H](CO)N1C[C@H](C)[C@@H](CN(C)Cc2ccc(Cl)c(Cl)c2)OCCCC[C@H](C)Oc2ccc(NS(=O)(=O)c3cccs3)cc2C1=O | 1.11
O=C(c1cccc(F)c1)N1CC(=O)N2[C@H](CO)[C@H](c3ccc(-c4ccccc4F)cc3)[C@@H]2C1 | 1.44
